E-sel inducer: E-selectin induction in HUVECs, primary screen, imaging, HUVEC, immunofluorescence imaging, single point; activation, % at 7.58 µM; 260,000 tested, 0.37% active; AID 686992, 2013; P16581; normalized: neutral wells 0, TNF-alpha wells 100;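 active = mean E-selectin-positive cell signal at least 10% of the positive control, reached in at least 60% of replicates, without over 20% cell loss; inconclusive = no rule given, readout overlaps actives, possibly toxicity-flagged; inactive = the rest, including those meeting only one limit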;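 also: in these data hits start at about 27%; measured in HUVEC primary endothelial cells; signal is the percent of cells scored E-selectin positive by PE staining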
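Assay system: HUVEC primary endothelial cells. Input: 3,000 HUVEC seeded per well. Doses: one compound dose added by pin transfer. Read-out basis: % PE-positive cells. Benchmarks: TNF-alpha high, DMSO low. Detection: immunofluorescence imaging. Buffer or medium: EGM-2, gelatin.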
INS-1E GSIS act: GLuc luminescence reporter in INS-1E cells, primary screen for activators of glucose-dependent secretion of insulin; INS-1E GLuc reporter insulin secretion, 2-3 h; activation, % at 16.6 µM; 370,000 tested, 0.61% active; AID 743287, 2014;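 active = lowest replicate activation of at least 40%, so every replicate reaches that level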;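 also: 0% = median of neutral control wells and 100% = median of IBMX positive control wells; some compounds called inactive have numbers as strong as hits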
CASP6 VEID inh: human caspase-6 inhibitors, primary screen, biochemical, VEID-R110 fluorescence, single point, set 2; 350,000 tested, 0.53% active; purified caspase-6, Z-VEID-R110 cleavage fluorescence; AID 686996, 2013; P55212; inhibition, % at 12.5 µM;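 active = mean inhibition across replicates at least about 35%, with every replicate also reaching that limit, limit read from the data; inconclusive = only one of the two criteria met; inactive = neither criterion met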;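 also: 0% = median of neutral control wells and 100% = no fluorescence left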
Target sequence (P55212 24-179 limits assumed): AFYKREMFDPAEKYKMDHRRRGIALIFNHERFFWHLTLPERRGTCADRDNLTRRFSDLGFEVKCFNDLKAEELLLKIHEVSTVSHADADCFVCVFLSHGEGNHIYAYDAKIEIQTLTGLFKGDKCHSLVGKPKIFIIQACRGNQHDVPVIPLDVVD
Target sequence (P55212 194-293 limits assumed): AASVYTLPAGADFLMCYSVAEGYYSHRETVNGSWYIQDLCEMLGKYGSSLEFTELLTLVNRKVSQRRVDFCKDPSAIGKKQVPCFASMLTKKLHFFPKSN
RAD52 inh: RAD52 DNA annealing inhibitors, primary screen, biochemical, FRET, single point, set 2; DNA repair protein RAD52 homolog (Homo sapiens), P43351; 360,000 tested, 0.46% active; recombinant RAD52 DNA annealing, FRET fluorescence; inhibition, % at 18.7 µM; AID 651710, 2012;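 active = every replicate showing at least 50% inhibition; inconclusive = mean inhibition at least 50% but not in every replicate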
CFTR F508del cor: F508del CFTR correction, initial screen, CFBE line, single point. CFBE cells, YFP halide quenching; stimulated with forskolin plus potentiator P3; % fluorescence drop versus neutral controls. 350,000 tested, 0.36% active. activity (quench increase), % at 7.58 µM;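 active = mean added fluorescence quench of at least 8% versus neutral control, with both replicates also reaching 8%; inconclusive = only one of the mean or replicate conditions met; inactive = mean below 8% and not both replicates reaching 8%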;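 also: cells transiently co-express mutant CFTR-F508del with the halide-sensitive YFP; corrector assay measuring rescue of mutant channel to the surface after 24 h compound exposure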
RAD54 inh: inhibitors of human RAD54 branch migration, primary screen, biochemical, fluorescence, single point; DNA repair and recombination protein RAD54-like (Homo sapiens), Q92698; RAD54 Holliday junction branch migration, FAM/BHQ fluorescence; inhibition, % at 10.4 µM; 360,000 tested, 0.14% active; AID 602329, 2012;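 active = mean normalized replicate activity at least 40 and at least half of replicates scoring 40 or more; inconclusive = only one of the two criteria met; inactive = mean below 40 and under half of replicates reaching 40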;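 also: 0% = median of neutral control wells and 100% = median of positive control wells; inhibitors cause a drop in the FAM fluorescence signal; in these data hits start at about 50%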
Target sequence (Q92698 whole entry, looked up): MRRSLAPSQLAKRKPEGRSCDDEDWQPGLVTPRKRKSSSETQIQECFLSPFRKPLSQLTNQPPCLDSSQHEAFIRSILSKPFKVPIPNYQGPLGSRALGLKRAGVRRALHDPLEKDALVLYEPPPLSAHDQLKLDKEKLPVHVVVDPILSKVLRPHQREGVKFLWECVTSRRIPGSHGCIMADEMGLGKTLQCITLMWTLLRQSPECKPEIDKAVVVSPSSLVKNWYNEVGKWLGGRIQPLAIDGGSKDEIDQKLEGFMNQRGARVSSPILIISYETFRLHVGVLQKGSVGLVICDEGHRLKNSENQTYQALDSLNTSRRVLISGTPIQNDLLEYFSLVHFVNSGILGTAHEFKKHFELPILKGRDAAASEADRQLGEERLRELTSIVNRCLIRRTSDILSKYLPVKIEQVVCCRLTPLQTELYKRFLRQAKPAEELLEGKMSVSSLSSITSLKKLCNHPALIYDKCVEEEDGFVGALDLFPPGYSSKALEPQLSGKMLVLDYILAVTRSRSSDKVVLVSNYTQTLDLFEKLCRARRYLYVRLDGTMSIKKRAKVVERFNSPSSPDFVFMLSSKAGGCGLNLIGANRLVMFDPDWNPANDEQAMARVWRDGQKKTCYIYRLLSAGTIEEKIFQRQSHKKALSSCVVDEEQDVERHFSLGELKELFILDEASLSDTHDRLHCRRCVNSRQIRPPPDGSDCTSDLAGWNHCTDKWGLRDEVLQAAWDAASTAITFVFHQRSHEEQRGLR
Xi reactivation: activators of inactive X chromosome reactivation, primary screen, imaging, XiGFP fibroblasts, GFP high-content imaging, set 2. 360,000 tested, 0.055% active. AID 743238, 2013. activation, % at 7.58 µM. XiGFP mouse fibroblasts, % GFP-positive cells imaging, 3 d; cells co-treated with 5-aza-dC sensitizer; scaled so ellipticine positive control = 100%;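 active = mean normalized replicate activation at least 10% and every replicate at or above 10%; inconclusive = only one of the two criteria met; inactive = mean below 10% and not all replicates reach 10%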;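 also: 0% = median of on-plate neutral control wells and 100% = ellipticine 6 µM median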
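Schedule: 3 d treatment, 15 min room-temperature fixation; system: 68-5-11 XiGFP fibroblast line; buffer or medium: DMEM plus 5-aza-dC sensitizer; control set: ellipticine 6 µM positive control; compound: one concentration, pinned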
DENV2 CPE: inhibitors of DENV2 cytopathic effect, primary screen, cell-based, plate reader, single concentration | DENV2-infected cells, cytopathic effect rescue | 350,000 tested, 1.7% active | CPE inhibition, % at 9.99 µM; in the data active = CPE inhibition above about 20%, passing the limit was not always enough; inconclusive = no clear call, values can overlap the other calls; tested in BHK-21 cells;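 also: 0% = median of neutral control wells and 100% = median of positive control wells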
Active calls of the source: *; ? = inconclusive; . = no result given; & = joins results of further samples. Outcome played no part in choosing rows (roughly 3.7% active in at least one column).

SMILES	E-sel inducer	INS-1E GSIS act	CASP6 VEID inh	RAD52 inh	CFTR F508del cor	RAD54 inh	Xi reactivation	DENV2 CPE
Cc1c(C2(O)CCCCC2)[nH]c2ccccc12	0.1	11	-6	-18	1.0	.	0.0	-12
C[C@@H]1CN([C@H](C)CO)S(=O)(=O)c2ccc(C#CC3CC3)cc2O[C@@H]1CN(C)C(=O)C1CCCCC1	2.1	-16	.	.	-3.4	.	-0.1	.
CC(C)CC#Cc1cnc2c(c1)C(=O)N([C@H](C)CO)C[C@H](C)[C@@H](CN(C)C(=O)CC1CC1)O2	0.1	-9	0	-16	-1.3	-15	0.2	-4
Cc1cc2c(cc1C)N[C@]1(C[C@H]3CCCC(=O)N4CC[C@@H](C1)[C@@H]34)C(=NC(C)(C)CC(C)(C)C)N2	-0.2	.	3	-1	0.2	-4	0.1	-18
CC1(C(=O)NCc2ccccc2)CCC(=O)N1CCCn1ccnc1 (stereo not drawn)	0.0	6	3	-8	-4.3	-9	0.1	7
Cc1noc(C)c1NC(=O)Nc1cccc2c1O[C@H](CN(C)S(=O)(=O)c1ccc(F)cc1)[C@H](C)CN([C@@H](C)CO)C2=O	-1.5	1	-1	-15	0.0	-1	0.0	7
Cc1cc(C)c2sc(N(CCN(C)C)C(=O)c3cc(Cl)sc3Cl)nc2c1	-0.5	-18	-3	-15	0.9	.	-0.1	7
C[C@H]1CN([C@@H](C)CO)C(=O)c2cccc(NC(=O)Nc3cccc4ccccc34)c2O[C@@H]1CN(C)C(=O)Nc1ccc(F)cc1	-2.8	-18	-2	-3	-4.1	3	-1.2	-8
CC1CCCC(NC(=O)COC(=O)c2ccccc2C(=O)N(C)C2CCCCC2)C1C (stereo not drawn)	0.3	.	0	2	-1.1	-4	0.0	4
C/C=C/c1ccc([C@@H]2[C@@H](CO)N[C@@H]2CN(C(=O)C2CCCC2)C(C)C)cc1	0.1	-9	.	.	0.9	2	-0.1	-11
CC(C)[C@@H](NC(=O)OC(C)(C)C)C(=O)NCC1CCC(C(=O)N[C@@H](Cc2ccccc2)C(=O)O)CC1 (stereo partly drawn)	.	-3	6	-19	-4.4	-7	0.0	3
COc1ccc(C2(c3ccc(OC)cc3)NC(=O)N(CC(=O)Nc3ccc(C(N)=O)cc3)C2=O)cc1	.	-11	7	-20	-1.6	-1	.	12
CCOc1ccc(-c2cc(C(=O)NCCOC)[nH]n2)c(C)c1	0.4	11	1	7	2.7	-9	0.1	10
O=C1CCCc2ccccc2N1Cc1ccc(F)cc1	0.1	3	-2	-4	-2.9	.	0.1	-4
O=C(COC(=O)CC1CC2CCC1C2)Nc1ccccc1[N+](=O)[O-] (stereo not drawn)	.	.	1	-2	1.6	-11	-0.1	17
CCOC(=O)C(C)n1cnc2scc(-c3ccc(C)c(C)c3)c2c1=O (stereo not drawn)	.	.	1	-14	-1.2	9	0.1	-3
CNC[C@@H]1Oc2cc(C#CC(C)(C)O)ccc2S(=O)(=O)N([C@H](C)CO)C[C@H]1C	-1.5	0	0	1	-2.2	-8	-0.5	15
CN(C)c1ccc(Sc2ccc3nc(N)nc(N)c3c2)cc1	-0.4	16	-3	4	5.6	-13	0.2	-8
CC1(OC(=O)CCc2ccccc2)C(=O)C=C2C=C(c3ccc(C#N)cc3)N(CCN3CCOCC3)C=C2C1=O (stereo not drawn)	-0.1	-10	11	-8	-2.5	-5	0.1	-4
c1ccc(Cn2nnc3c(N4CCCCCC4)ncnc32)cc1	0.4	.	0	-16	-1.5	-4	-0.1	-3
CCCCNC(=O)c1ccc(NC(C)=O)c(Cl)c1	0.0	-1	1	-23	2.7	.	0.0	-4
O=c1[nH][nH]c2c1[C@@H](c1ccc(F)cc1)O[C@H](CCc1ccccc1)C2	0.1	14	6	-6	-2.7	.	0.0	4
CN(CC(=O)O)S(=O)(=O)c1ccc2[nH]c(=O)c(=O)[nH]c2c1	0.5	.	-5	20	-0.9	.	0.0	-1
O=C(NCC[C@@H]1CC[C@H](NS(=O)(=O)Cc2ccccc2)[C@H](CO)O1)C1CCCC1	-0.1	4	-3	-6	-1.2	-2	0.1	-5
CCOC(=O)Cn1nnnc1CN1CCN(c2ccc(OC)cc2)CC1	.	-14	-1	-1	1.5	.	0.0	4

2 neighbouring records from above:
SMILES	E-sel inducer	INS-1E GSIS act	CASP6 VEID inh	RAD52 inh	CFTR F508del cor	RAD54 inh	Xi reactivation	DENV2 CPE
Cc1c(C2(O)CCCCC2)[nH]c2ccccc12	0.1	11	-6	-18	1.0	.	0.0	-12
C[C@@H]1CN([C@H](C)CO)S(=O)(=O)c2ccc(C#CC3CC3)cc2O[C@@H]1CN(C)C(=O)C1CCCCC1	2.1	-16	.	.	-3.4	.	-0.1	.

(more compounds)
SMILES	E-sel inducer	INS-1E GSIS act	CASP6 VEID inh	RAD52 inh	CFTR F508del cor	RAD54 inh	Xi reactivation	DENV2 CPE
CC1(C(=O)NS(=O)(=O)c2ccc(F)cc2F)CCN1C(=O)c1ccco1 (stereo not drawn)	0.3	1	-2	-13	-3.3	5	0.2	?
Cc1ccccc1C(=O)OC(C)C(=O)NCc1ccc2c(c1)OCO2 (stereo not drawn)	-0.2	8	3	4	-0.9	.	-0.1	-4
C[C@@H](NC(=O)C[C@H]1C[C@@H]2c3cc(NC(=O)CC4CC4)ccc3O[C@@H]2[C@H](CO)O1)c1ccccc1	-0.5	-1	0	-5	1.4	4	0.2	3
CN(C)C(CNC(=O)c1cccc(S(=O)(=O)Nc2ccccc2Cl)c1)c1ccco1 (stereo not drawn)	-0.7	-13	-4	-26	-2.1	-5	0.0	1
O=[N+]([O-])c1ccc(S(=O)(=O)N2CCN(Cc3ccco3)CC2)cc1	.	21	-1	-16	0.3	8	0.6	6
CC(/C=N/NC(=O)COc1ccccc1C)=N\NC(=O)COc1ccccc1C	.	2	-1	-5	0.3	0	0.1	-3
COc1ccc(NC(=O)N(C)C[C@H]2Oc3ccc(NC(=O)Cn4cnnn4)cc3CC(=O)N([C@@H](C)CO)C[C@@H]2C)cc1	.	8	5	-8	4.6	-1	0.0	56*
C/C=C/c1ccc2c(c1)O[C@H](CN(C)C(=O)c1cccnc1)[C@@H](C)CN([C@@H](C)CO)S2(=O)=O	0.2	6	0	-15	-0.7	2	-0.2	-5
C[C@H]1CN([C@@H](C)CO)C(=O)c2cccc(NC(=O)Nc3ccccc3)c2O[C@@H]1CN(C)C(=O)Nc1ccc2c(c1)OCO2	-0.1	.	1	10	-0.9	0	0.2	2
O=C(C1CC1)N1CC(=O)N2[C@H](CO)[C@@H](c3ccc(-c4ccccc4F)cc3)[C@@H]2C1	0.9	-9	0	1	12*	.	0.3	-6
COc1cccc(NC(=O)N[C@H]2C=C[C@H](CC(=O)NCc3ccncn3)O[C@@H]2CO)c1	0.0	-1	1	7	-4.2	1	0.4	0
O=C(NCc1ccccn1)C(=O)Nc1ccccc1	0.3	7	-6	-7	-2.0	8	0.0	2
CC(C)NC(=O)Nc1ccc2c(c1)CC(=O)N([C@@H](C)CO)C[C@@H](C)[C@@H](CN(C)Cc1ccc(Cl)c(Cl)c1)O2	-8.1	-19	2	-6	3.4	-6	-0.1	1
CCCc1cc(-c2n[nH]c(=S)n2Cc2ccccc2)cs1	.	1	1	-10	0.0	.	.	-4
CO[C@H]1CN(C)C(=O)c2ccc(NS(C)(=O)=O)cc2OC[C@@H](C)N(CCC(F)(F)F)C[C@@H]1C	-0.1	2	1	18	-0.5	-16	0.0	14
CC(=O)Nc1ccc(NC(=O)COC(=O)c2n[nH]c3ccccc23)cc1	4.6	-6	9	-10	1.7	.	0.3	-1
CN(C)C(=O)c1cccc(-c2ccc(C3[C@@H]4CN(Cc5cncnc5)C[C@H]3N4)cc2)c1 (stereo partly drawn)	0.0&0.0	-4&-19	1&0	0&2	-0.2&0.7	.	0.1&0.0	-2&0
C[C@@H]1CN([C@@H](C)CO)S(=O)(=O)c2ccc(-c3ccccc3F)cc2O[C@@H]1CN(C)Cc1cccnc1	0.8	0	0	7	1.6	10	-1.0	-3
COc1ccc(CCNC(=O)COC(=O)c2cc(=O)c3ccccc3o2)cc1	-0.3	24	1	-2	0.8	1	0.1	?
C[C@@H]1CCCCO[C@@H](CN(C)C(=O)CCCN(C)C)[C@@H](C)CN([C@H](C)CO)C(=O)c2cc(NC(=O)Nc3ccccc3)ccc2O1	1.2	31	-1	-11	-0.9	-5	0.6	-3
C1CCN(Cc2nnnn2CC2CCCO2)CC1 (stereo not drawn)	-0.6	-5	0	-13	2.7	3	0.0	-6
O=C(CCOc1ccc(F)cc1)Nc1nccs1	-0.1	5	-1	-11	-1.5	-3	0.3	-6
COc1ccc(C(=O)CSc2ccc3nnc(-c4cccnc4)n3n2)cc1	.	-2	1	-5	.	.	0.0	-3

An excerpt of these results, in CSV form:
SMILES,E-sel inducer,INS-1E GSIS act,CASP6 VEID inh,RAD52 inh,CFTR F508del cor,RAD54 inh,Xi reactivation,DENV2 CPE
CC1CCCC(NC(=O)COC(=O)c2ccccc2C(=O)N(C)C2CCCCC2)C1C (stereo not drawn),0.3,.,0,2,-1.1,-4,0.0,4
C/C=C/c1ccc([C@@H]2[C@@H](CO)N[C@@H]2CN(C(=O)C2CCCC2)C(C)C)cc1,0.1,-9,.,.,0.9,2,-0.1,-11
CC(C)[C@@H](NC(=O)OC(C)(C)C)C(=O)NCC1CCC(C(=O)N[C@@H](Cc2ccccc2)C(=O)O)CC1 (stereo partly drawn),.,-3,6,-19,-4.4,-7,0.0,3
COc1ccc(C2(c3ccc(OC)cc3)NC(=O)N(CC(=O)Nc3ccc(C(N)=O)cc3)C2=O)cc1,.,-11,7,-20,-1.6,-1,.,12

Assay outcomes as filed in PubChem BioAssay.
